# HDAC3 inh – inhibitors of human histone deacetylase 3. inhibition, % at 8.3 µM. AID 2718. O15379. recombinant HDAC3, fluorogenic peptide/trypsin coupled, fluorescence. hit rate 0.15% among 320,000; in the data active means inhibition above about 26%, passing the limit was not always enough
# Target sequence (O15379 whole entry, looked up): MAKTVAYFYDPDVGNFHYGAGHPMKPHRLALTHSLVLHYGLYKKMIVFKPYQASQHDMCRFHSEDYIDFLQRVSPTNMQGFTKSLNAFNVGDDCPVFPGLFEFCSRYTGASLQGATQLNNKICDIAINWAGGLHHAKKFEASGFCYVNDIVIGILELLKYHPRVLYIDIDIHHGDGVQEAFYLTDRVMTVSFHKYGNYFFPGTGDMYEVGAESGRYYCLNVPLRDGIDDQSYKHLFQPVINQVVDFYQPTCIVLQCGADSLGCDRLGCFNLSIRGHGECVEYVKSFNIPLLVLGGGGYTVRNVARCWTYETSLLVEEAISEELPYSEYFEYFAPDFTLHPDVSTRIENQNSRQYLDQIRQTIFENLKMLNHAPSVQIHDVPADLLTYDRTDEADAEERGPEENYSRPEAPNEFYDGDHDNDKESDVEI
# An asterisk follows results filed as active. Some of the compounds tested; count on the stated rates, not on these rows.
HDAC3 inh	molecule
7	COc1ccccc1C(C)NC(=O)c1cc(S(=O)(=O)N2CCCCC2)ccc1C (stereo not drawn)
-3	O=C1C=C(c2ccc3ccccc3c2)C[C@@H](c2ccc(Cl)cc2)C1
0	COc1cc(C(=O)NCc2cccs2)ccc1OCc1c(C)noc1C
2	C[C@]12C(=O)N(c3ccccc3)C(=O)N1[C@H]1c3ccccc3OC[C@@H]1[C@H]2c1ccccc1
6	CCN(CC(=O)Nc1ccc2c(c1)OCCO2)CC(=O)Nc1ccc(C)c([N+](=O)[O-])c1
2	O=C(NCc1ccccn1)c1cccc(NS(=O)(=O)c2ccc(Br)cc2)c1
0	Cc1cc(NC(=O)CSCC(=O)Nc2nc3ccc(F)cc3s2)no1
20	CC(NC(=S)NC(=O)c1cccs1)c1ccccc1 (stereo not drawn)
8	O=C(Nc1ccc(C(F)(F)F)cc1)c1ccccc1-n1cnnn1
6	CC(OC(=O)Cc1c[nH]c2ccccc12)C(=O)NC1CCCCC1C (stereo not drawn)
-3	CCCCN(C(=O)c1ccc(-c2ccc(Cl)cc2)o1)c1c(N)n(CCCC)c(=O)[nH]c1=O
-3	Cc1cc(C)c(C)c(S(=O)(=O)N2CCN(C(=O)c3ccccc3OCc3c(C)noc3C)CC2)c1C
3	C=CCC[C@H](Cc1ccc(F)cc1)C(=O)OC[C@@H](NC(=O)[C@@H](CC=C)CC(=O)N(CCO)Cc1ccccc1)C(C)(C)C
-2	COc1ccc(S(=O)(=O)N(C)C[C@H]2Oc3ccc(NC(=O)Nc4ccc5c(c4)OCO5)cc3CC(=O)N([C@@H](C)CO)C[C@@H]2C)cc1
-5	COc1ccc(-c2sc3cc(OC)c(OC)cc3c2C#CC2(O)CCCCC2)cc1
10	CCC1CCc2sc(C(=O)NCC(c3ccc(OC)cc3)N3CCOCC3)cc2C1 (stereo not drawn)
1	COc1ccc(C(=O)OCC(=O)N2CCOCC2)cc1S(=O)(=O)N1CCOCC1
8	O=C1N[C@@H](c2ccccc2)COC(=O)[C@H](Cc2ccc(F)cc2)C/C=C\C[C@@H]1CC(=O)N(CCO)Cc1ccccc1
-5	O=C(CSc1cccc[n+]1[O-])Nc1ccccc1C(F)(F)F
2	COc1ccc(-c2c(-c3cc(OC)cc(OC)c3)n(C)c3ccc(-c4ccc(N(C)C)nc4)cc23)cc1

# Pulled one by one from above, 2 records:
HDAC3 inh	molecule
6	CC(OC(=O)Cc1c[nH]c2ccccc12)C(=O)NC1CCCCC1C (stereo not drawn)
2	O=C(NCc1ccccn1)c1cccc(NS(=O)(=O)c2ccc(Br)cc2)c1

# More records.
HDAC3 inh	molecule
-5	O=C(CN1C(=O)NC2(CCCc3ccccc32)C1=O)N1CCN(c2cccc(C(F)(F)F)c2)CC1 (stereo not drawn)
15	CCN(C[C@H]1N[C@@](CC)(C(=O)OC)[C@H]2C(=O)N(C)C(=O)[C@@H]12)S(=O)(=O)c1ccc(OC(F)(F)F)cc1
3	Cc1cc(C(=O)OCC(=O)Nc2ccccc2Cl)c(C)o1
3	O=C(NCc1ccco1)c1ccc(Cl)c(S(=O)(=O)N2CCCC2)c1
2	CC1CN(C(=O)c2cccc(S(=O)(=O)N3CCN(c4ccccc4)CC3)c2)CC(C)O1 (stereo not drawn)
1	CCCN(CC(=O)Nc1cc(Cl)ccc1Cl)C(=O)c1ccccn1
0	CCCCCCCNC(=O)C1(CC2CC(c3ccccc3)=NO2)CCN(C(=O)OC(C)(C)C)CC1 (stereo not drawn)
-6	Cc1ccc2ccc3cccc4ccc1c2c34
9	O=C(C[C@H]1C/C=C\C[C@H](Cc2ccc(F)cc2)C(=O)OC[C@@H]2CCCN2C1=O)N[C@H](CO)Cc1ccccc1
-3	C=CC[C@H](CC(=O)NCCO)C(=O)N[C@H](COC(=O)[C@@H](CC=C)Cc1ccc(F)cc1)Cc1ccccc1
-10	COC(=O)c1ccc(/C=C/C(=O)OCC(=O)Nc2cc(C)on2)cc1
9	Cc1cccc(NC(=O)CNC(=O)CSc2nnc(C(F)(F)F)n2C)c1C
-1	O=C(CSc1ccccc1F)NCC1(N2CCCCC2)CCCCC1
15	COc1ccc(-c2sc3ccc(N4CCOCC4)cc3c2C#CCCO)cc1
1	CCc1ccc([C@@H]2CC=C(C(=O)O)[C@H](c3ccc(Br)cc3)N2S(=O)(=O)c2ccc(C)cc2)cc1
3	COC(=O)c1cccc(NC(=O)CCN2C(=O)C3CC=CCC3C2=O)c1 (stereo not drawn)
-13	CC(=O)c1ccc(S(=O)(=O)NCCC(=O)NC2CCN(Cc3ccccc3)CC2)cc1
2	O=C(OCCOc1ccccc1)c1cc(S(=O)(=O)N2CCOCC2)ccc1Cl
9	Cc1ccc(S(=O)(=O)N2CCCCC2)cc1NC(=O)c1cc2ccccc2o1
-3	CSc1ccc(Cl)c(C(=O)N2CCN(c3ncccn3)CC2)c1

# Additional structures follow.
HDAC3 inh	molecule
-1	CCOc1ccccc1CNc1ncnc2ccc(-c3c(C)noc3C)cc12
3	Cc1ccccc1-c1cc(C(=O)NCc2ccc3c(c2)OCO3)n(CC2CC(c3cccnc3)=NO2)n1 (stereo not drawn)
8	Cc1ccc(C2=NN(C(=O)CN3CCN(C4CCS(=O)(=O)C4)CC3)C(c3ccco3)C2)cc1 (stereo not drawn)
2	Cc1ccc(S(=O)(=O)CCC(=O)N2CCN(c3ccccc3O)CC2)cc1
-1	O=C(CSc1ccccc1F)NNC(=O)c1ccncc1
4	CCOc1ccccc1N1CCN(C(=O)c2cc(S(=O)(=O)N3CCCCC3)ccc2C)CC1
0	COc1ccccc1NC(=O)c1cccc(S(=O)(=O)N2CCN(c3ccccc3)CC2)c1
-7	O=C(CCC(=O)N1CCN(S(=O)(=O)c2ccccc2)CC1)c1ccc(Br)cc1
-8	COCO/C=C(\NC(C)=O)c1ccccc1
-2	COc1ccc(CNCc2cc(Cl)ccc2O)cc1
2	O=C(COC(=O)C1CCCCC1)NCc1ccc(Cl)cc1
-4	COc1ccc(S(=O)(=O)N2CCCCC2)cc1NC(=O)CSc1nnc(C2CC2)n1C
-1	N#CC1(NC(=O)COC(=O)c2ccc(-c3ccc(O)cc3)cc2)CCCCC1
3	CC1CCC(NC(=O)Cn2cnc3sccc3c2=O)CC1 (stereo not drawn)
-9	CN(C)c1ccc(NC(=O)COC(=O)CNC(=O)c2cccs2)cc1
7	COC(=O)C(Cc1ccccc1)NC(=O)c1ccc(NS(=O)(=O)c2ccc3[nH]c(=O)[nH]c3c2)cc1 (stereo not drawn)
8	C[C@H](CO)N1C[C@H](C)[C@H](CN(C)C(=O)Nc2ccc(F)cc2)Oc2ccc(NC(=O)NC3CCCCC3)cc2CC1=O
-2	O=C(Nc1cccc(S(=O)(=O)NC2=NCCC2)c1)c1ccc(=O)[nH]c1
-8	Cc1nn(CC(=O)NC2CCCC2)c(C)c1[N+](=O)[O-]
4	O=C1c2ccccc2NC(c2ccc(Br)o2)N1O (stereo not drawn)

# 7 compounds out of the list above, arranged by their value in HDAC3 inh, descending:
HDAC3 inh	molecule
6	CCN(CC(=O)Nc1ccc2c(c1)OCCO2)CC(=O)Nc1ccc(C)c([N+](=O)[O-])c1
4	CCOc1ccccc1N1CCN(C(=O)c2cc(S(=O)(=O)N3CCCCC3)ccc2C)CC1
3	CC1CCC(NC(=O)Cn2cnc3sccc3c2=O)CC1 (stereo not drawn)
2	COc1ccc(-c2c(-c3cc(OC)cc(OC)c3)n(C)c3ccc(-c4ccc(N(C)C)nc4)cc23)cc1
1	COc1ccc(C(=O)OCC(=O)N2CCOCC2)cc1S(=O)(=O)N1CCOCC1
0	CCCCCCCNC(=O)C1(CC2CC(c3ccccc3)=NO2)CCN(C(=O)OC(C)(C)C)CC1 (stereo not drawn)
-7	O=C(CCC(=O)N1CCN(S(=O)(=O)c2ccccc2)CC1)c1ccc(Br)cc1

# Other entries
HDAC3 inh	molecule
-1	Cc1cc(=O)[nH]c2sc(C(=O)N3c4ccccc4CC3C)c(N)c12 (stereo not drawn)
-2	COc1ccc(CNC(=O)COC(=O)CNC(=O)c2sc3ccccc3c2Cl)cc1OC
-5	Cc1nn(CC(=O)N(C)C2CCC(C)CC2)c(C)c1S(=O)(=O)N(C)C (stereo not drawn)
-4	Cc1noc(NS(=O)(=O)c2ccc(NC(=O)COc3ccc(C#N)cc3)cc2)c1C
4	Cc1cccc(C(=O)NCC(=O)N2CCN(S(=O)(=O)c3ccc4c(c3)OCCO4)CC2)c1
-5	O=C(Cc1ccccc1)OCC(=O)c1cccc([N+](=O)[O-])c1
0	CNC(=O)c1ccc(NC(=O)CC2SC(N3CCCC3)=NC2=O)cc1 (stereo not drawn)
-5	CC(=O)Nc1ccc(SCC(=O)NC(=O)c2ccc(S(=O)(=O)N(C)C)cc2)cc1
-1	Fc1ccc2cc(-c3cccnc3)ncc2c1
-4	CCCCn1c(N)c(N(CCOC)C(=O)CN(C)CC(=O)Nc2ccc(Cl)c(Cl)c2)c(=O)[nH]c1=O
2	Cc1ccc(NC(=O)CCNC(=O)c2ccccc2Cl)cc1S(=O)(=O)N1CCCCCC1
-1	Cc1ccc(S(=O)(=O)N2CCN(C(=O)CN3C(=O)c4ccc([N+](=O)[O-])cc4C3=O)CC2)cc1C
0	Cc1ccc(S(=O)(=O)N2[C@@H](c3ccccc3F)C(C(=O)O)=CC[C@H]2c2cccc(C)c2)cc1
2	COc1ccc(S(=O)(=O)N2CCN(CCOc3ccccc3Cl)CC2)cc1OC
-2	NS(=O)(=O)c1ccc(NC(=O)COC(=O)C2CC2)cc1
0	O=C(c1cccs1)N1CCN(C(=O)c2cn(-c3ccccc3)nc2-c2ccccc2)CC1
-4	CCC[C@@H](CN1CCC[C@H]1CN1C(N)=NC[C@@H]1Cc1ccccc1)N1C[C@@H](Cc2ccccc2)N(CCCC2CCCC2)C1=N
5	CCN(CC)c1ccc(S(=O)(=O)N2CCOCC2)cc1NC(=O)CSc1nncn1C
6	COc1ccc(C(=O)OCC(=O)N2CCN(C(=O)c3ccco3)CC2)cc1OC
3	O=C(COC(=O)c1ccccc1F)NCc1ccc2c(c1)OCO2

# 3 compounds already listed, sorted by SMILES length, smallest number first:
HDAC3 inh	molecule
-1	Fc1ccc2cc(-c3cccnc3)ncc2c1
2	COc1ccc(S(=O)(=O)N2CCN(CCOc3ccccc3Cl)CC2)cc1OC
-1	Cc1ccc(S(=O)(=O)N2CCN(C(=O)CN3C(=O)c4ccc([N+](=O)[O-])cc4C3=O)CC2)cc1C

# (cont.)
HDAC3 inh	molecule
4	CC(C)(C)OC(=O)N1CCC(NC(=O)c2nc[nH]c2C(=O)NC2CCN(C(=O)OC(C)(C)C)CC2)CC1
-4	CCOc1ccc(S(=O)(=O)Nc2cccc(C(=O)NCCCN3CCCC3=O)c2)cc1
-3	CSCCC(NC(=O)c1ccco1)C(=O)N1CC(C)OC(C)C1 (stereo not drawn)
-8	COc1cc(OC)cc(-c2c(C#Cc3ccsc3)c3cc(-c4ccc(SC)cc4)ccc3n2C)c1
-4	COc1ccc(C(=O)C(C)OC(=O)COc2ccccc2)cc1 (stereo not drawn)
1	CCOC(=O)c1sc(NC(=O)CCN2C(=O)C3CCCCC3C2=O)cc1C (stereo not drawn)
4	CN(C)S(=O)(=O)NC(=O)C1=C(N2CCCC2)COC1=O
-7	COc1ccccc1NS(=O)(=O)c1cccc(NS(=O)(=O)c2ccc(Cl)c(C(=O)O)c2)c1
-1	O=C(C[n+]1ccccc1)N/N=C/c1ccc(Cl)cc1
-1	O=C(Nc1cccc(F)c1)c1cc(S(=O)(=O)N2CCOCC2)ccc1N1CCCC1
-2	O=C(Cc1c(F)cccc1Cl)N1CCN(S(=O)(=O)c2cccs2)CC1
-2	CC[C@@]1(C(=O)OC)N[C@H](CN(C)C(=O)Nc2ccc(OC)cc2)[C@@H]2C(=O)N(C)C(=O)[C@@H]21
-5	CC(OC(=O)c1cccc(-n2cnnn2)c1)C(=O)NC1(C#N)CCCCC1 (stereo not drawn)
-1	CN(CC(=O)Nc1ccccc1Br)C(=O)c1sccc1-c1ccccc1
-7	COc1cc(NC(=O)CN2C(=O)NC(CC(C)C)C2=O)cc(OC)c1OC (stereo not drawn)
-6	CN(CC(=O)Nc1ccc(OC(F)F)cc1)S(=O)(=O)/C=C/c1ccccc1
0	C[C@H](NC(=O)c1ccco1)C(=O)OCC(=O)N1CC(=O)Nc2ccccc21
-11	CC(=O)c1cccc(N2C(=O)CC(N3CCN(S(=O)(=O)c4ccccc4F)CC3)C2=O)c1 (stereo not drawn)
4	O=C(CSc1n[nH]c(=O)n1C1CC1)Nc1ccc(OC(F)(F)F)cc1
5	COc1ccc(NS(=O)(=O)c2cc(NC(=O)c3ccc(Cl)cc3)ccc2N2CCOCC2)cc1

# (more compounds)
HDAC3 inh	molecule
-2	COc1cc(-c2noc(C)c2C(=O)NCCCN2CCOCC2)cc(OC)c1OC
6	COc1ccc(N2CCN(C(=O)CN3C(=O)NC4(CCCCCC4)C3=O)CC2)cc1
1	Cc1noc(NS(=O)(=O)c2ccc(NS(=O)(=O)c3ccc(Cl)cc3)cc2)c1C
-1	O=C(CSc1nnc(Nc2ccccc2)s1)NC1CCS(=O)(=O)C1 (stereo not drawn)
11	O=C(NCCN1CCCCC1)c1cccc2c1C(=O)c1ccc(N3CCCC3)cc1S2(=O)=O
4	CC(=O)c1ccc(N2CCN(C(=O)C3CCN(S(=O)(=O)c4ccc(F)cc4)CC3)CC2)cc1
3	COc1ccc(C(CNS(=O)(=O)c2cccc(F)c2)N2CCCC2)cc1 (stereo not drawn)
-2	C[C@H](CO)N1C[C@H](C)[C@@H](CN(C)C(=O)Nc2ccc3c(c2)OCO3)Oc2ccc(NC(=O)Cc3ccccc3)cc2C1=O
1	CCCn1nc(C(=O)Nc2ccc(N3CCOCC3)cc2)c2ccccc2c1=O
18	O=C(CNc1cccc(C(F)(F)F)c1)Nc1cccc(S(=O)(=O)N2CCCC2)c1
-2	COc1ccc(-c2cc(C(=O)N(C)Cc3nc4ccccc4c(=O)[nH]3)c3ccccc3n2)cc1OC
-6	C=CCn1c(SCC(=O)N(C)CC(=O)Nc2ccc(C)cc2)nnc1-c1ccncc1
4	COc1cc2cc(C[C@H](C)O)oc(=O)c2cc1OC
5	Cc1ccnc(NC(=O)c2ccc3c(c2)NC(=O)C(C)S3)c1 (stereo not drawn)

# Assay outcomes: PubChem, Broad Institute
